Assay outcomes: PubChem BioAssay, several laboratories
ASAP1 GAP inh: inhibitors of human ASAP1 ArfGAP activity; Q9ULH1; inhibition, % at 16.5 µM; ASAP1-stimulated ARF1 GTP hydrolysis, GDP FP detection; AID 624377; actives 0.19% (n = 360,000); in the data active = inhibition above about 25%;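 note: 0% = vehicle with enzyme and substrate and 100% = no enzyme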
SMARCA2 activ: increases SMARCA2 function in MMTV reporter cells; MG213 cells, MMTV-luciferase reporter, dexamethasone, overnight; AID 652017; activation, % at 9.1 µM; actives 1% (n = 370,000); in the data active = activation above about 7.8%;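 note: 0% = vehicle wells and 100% = reference activator wells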
mABHD4 FP: ABHD4 (mouse) inhibition, primary FP screen; purified mABHD4, FP-Rh probe fluorescence polarization; AID 720543; inhibition, % at 8.92 µM; actives 0.54% (n = 370,000); Q8VD66;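 active = inhibition exceeding the mean over every tested compound plus 3 SD, cut at about 30% in these data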;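 note: 0% = plate median of compound wells and 100% = S159A mutant with DMSO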
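Assay system: mouse ABHD4 enzyme, wild type / Also added: fluorescent activity-based probe FP-Rh / Doses: single nominal dose of 8.92 µM, 0.89% DMSO final / Timing: 45 min compound pre-incubation plus 60 min probe step, 25 °C / Signal: FP readout, ex 525 nm / em 598 nm / Control set: S159A mutant/DMSO as 100%, compound-well median as 0%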
Rev-erbA mod: modulates human Rev-erb alpha binding to DNA | activity, % at 10 µM | actives 0.79% (n = 370,000) | P20393 | Rev-erbα–FITC-DNA binding, fluorescence polarization, 90 min;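 active = activity above about 14%, limit read from the data; passing the limit was not always enough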;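 note: 0% = DMSO wells with 35 nM protein and 100% = DMSO wells with 750 nM protein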
ARFGAP1 inhibitor: rat ARFGAP1 inhibition; Q62848; inhibition, % at 16.5 µM; actives 0.26% (n = 360,000); Arfgap1-stimulated ARF1 GTP hydrolysis, GDP FP detection; AID 651572;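 active = inhibition above a per-plate limit, mean inhibition of low control wells plus 3 SD, cut at about 25% in these data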;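 note: 0% = DMSO wells with enzyme and 100% = wells lacking Arfgap1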
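Material: truncated rat Arfgap1 GAP domain; Incubation: compound-enzyme preincubation 20 min, reaction 120 min, detection 60 min, 25 °C; Read-out: percent inhibition of Arfgap1-stimulated GTP hydrolysis; Technique: FP, GDP Alexa 633 tracer displaced from anti-GDP antibody, 620/688 nm; Controls: No-Arfgap1 wells (100%) versus DMSO full-reaction wells (0%); Replication: single well per compound.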
HTRA1 inhibitor: HTRA1 (human) protease inhibition; Q92743; recombinant HTRA1, FP-rhodamine activity-based probe, fluorescence polarization; inhibition, % at 5.96 µM; actives 0.5% (n = 340,000); AID 504803; in the data active = inhibition above about 36%;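 note: 0% = enzyme with DMSO and 100% = wells lacking enzyme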
PG9 binder: PG9 antibody binding by small molecule. inhibition, % at 6.7 µM. TR-FRET gp120-PG9 antibody binding. actives 0.43% (n = 360,000); in the data active = inhibition above about 8.5%
rCAG RNA binder: r(CAG) repeat RNA binding. TO-PRO-1 dye displacement fluorescence. inhibition, % at 3 µM. actives 1.3% (n = 370,000);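 active = inhibition above the plate cutoff, the mean of all test compounds on that plate plus 3 SD, cut at about 35% in these data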;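 note: 0% = DMSO alone and 100% = 100 µM mitoxantrone as full dye displacement; higher means more dye released from RNA so lower well fluorescence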
NPR1 activator: GC-A (human) enzyme activation. P16066. HEK293 GC-A cells, cGMP TR-FRET, EC30 ANP; 0% at EC30 ANP, 100% saturating ANP. activation, % at 10 µM. actives 0.14% (n = 370,000). AID 1671463; in the data active = activation above about 40%
GC-B act: GC-B (human) receptor activation; P20594; HEK293-GC-B cells, CNP EC30, cGMP TR-FRET; 0% at EC30 CNP, 100% saturating CNP; activation, % at 10 µM; actives 0.11% (n = 370,000); AID 1920062;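 active = activation at 10 µM reaching about 35% in either raw or pattern-adjusted values, limit read from the data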
Target sequence (P20594 whole entry, looked up): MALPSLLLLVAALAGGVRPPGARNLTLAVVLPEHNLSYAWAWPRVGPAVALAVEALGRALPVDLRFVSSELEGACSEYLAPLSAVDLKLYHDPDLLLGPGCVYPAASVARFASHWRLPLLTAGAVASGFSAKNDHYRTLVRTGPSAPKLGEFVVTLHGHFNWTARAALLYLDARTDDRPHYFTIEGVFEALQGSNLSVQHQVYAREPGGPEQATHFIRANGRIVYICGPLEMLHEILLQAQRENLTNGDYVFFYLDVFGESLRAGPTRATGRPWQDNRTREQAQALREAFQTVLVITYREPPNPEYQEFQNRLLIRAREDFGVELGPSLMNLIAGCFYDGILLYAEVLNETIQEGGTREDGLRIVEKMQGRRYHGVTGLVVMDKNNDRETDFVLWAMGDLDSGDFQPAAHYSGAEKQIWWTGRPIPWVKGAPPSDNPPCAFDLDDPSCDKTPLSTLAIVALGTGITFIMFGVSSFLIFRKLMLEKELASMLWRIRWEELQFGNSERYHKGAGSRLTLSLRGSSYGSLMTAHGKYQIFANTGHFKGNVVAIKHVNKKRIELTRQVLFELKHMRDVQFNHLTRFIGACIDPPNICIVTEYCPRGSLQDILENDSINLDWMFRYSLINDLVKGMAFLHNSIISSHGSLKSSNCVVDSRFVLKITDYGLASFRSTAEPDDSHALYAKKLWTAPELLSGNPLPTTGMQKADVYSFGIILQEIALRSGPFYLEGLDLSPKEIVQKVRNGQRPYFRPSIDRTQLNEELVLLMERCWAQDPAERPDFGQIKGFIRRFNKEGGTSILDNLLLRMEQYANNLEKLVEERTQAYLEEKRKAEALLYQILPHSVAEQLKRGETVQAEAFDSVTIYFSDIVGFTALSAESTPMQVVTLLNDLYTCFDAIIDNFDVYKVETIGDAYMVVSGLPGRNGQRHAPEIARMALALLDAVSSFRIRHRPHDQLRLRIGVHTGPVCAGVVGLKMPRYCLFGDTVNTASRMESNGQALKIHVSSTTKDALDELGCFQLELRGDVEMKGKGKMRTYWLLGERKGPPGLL
An asterisk follows results filed as active; . = not tested or not shown.

entry	Molecule	ASAP1 GAP inh	mABHD4 FP	Rev-erbA mod	ARFGAP1 inhibitor	NPR1 activator
1	CC(C)CC(=O)Nc1ccc2c(c1)nc(CCN1CCCCC1)n2C	-4	-4	-2	12	4
2	Cc1ccc(-n2ncc(C(=O)NC3CC3)c2C2CCN(C(=O)OC(C)(C)C)CC2)cc1	-1	1	5	13	-2
3	COc1cc(OC)cc(-c2nnc(SCc3c(F)cccc3Cl)o2)c1	0	-18	6	5	0
4	CCc1ccc(C)c(OC(=O)c2cncc(Br)c2)c1	4	2	-2	2	2
5	Cc1nc(NS(=O)(=O)c2ccccc2)sc1NC(=O)OC(C)C	1	-1	0	-13	-2
6	Cc1ccc(C(=O)N2CCN(c3ccc(NC(=O)Cc4ccccc4)cc3)CC2)cc1	2	1	-3	17	-4
7	COc1ccc(OC)c(C(=O)c2ccccc2)c1	-18	4	2	-8	0
8	Cc1cc(C(=O)Nc2ccc(Cl)cc2)c(C)n1-c1ccccc1	1	-9	-2	-2	-10

entry	PG9 binder	SMARCA2 activ	rCAG RNA binder	HTRA1 inhibitor	GC-B act
1	-1.5	0	-2	2	-3
2	0.6	0	-7	-5	2
3	1.4	3	-3	-47	5
4	-2.7	2	-6	7	2
5	-0.6	-3	5	9	0
6	-2.1	1	-5	1	-5
7	4.5	-1	2	-4	2
8	0.3	-8	1	.	-3

entry	Molecule	ASAP1 GAP inh	mABHD4 FP	Rev-erbA mod	ARFGAP1 inhibitor	NPR1 activator
9	Cc1ccc(CSc2nnc(SCC(=O)N/N=C/c3ccc(C(=O)O)cc3)s2)cc1	1	-10	1	13	1
10	O=C(CCNC(=O)c1ccc(Br)cc1)Nc1cccc(S(=O)(=O)N2CCCC2)c1	-6	4	6	11	-5
11	COc1ccc(OC)c(CNC(=O)C2CCC(=O)N(CCCN3CCCC3=O)C2)c1 (stereo unspecified)	-3	5	6	5	1
12	CCN1C(=O)c2ccccc2Sc2ccc(C(=O)NCCCN3CCCCC3)cc21	2	-2	-2	5	5
13	NC(=O)C1CCN(C(=O)CSc2nc3ccccc3[nH]2)CC1	-8	7	2	-9	-5
14	Cc1cc(C)c(S(=O)(=O)NCc2ccc3c(c2)OCO3)c(C)c1	-5	-6	4	6	-6
15	COC(=O)c1cc(NS(=O)(=O)c2ccc(OC)c(OC)c2)ccc1Cl	-16	3	-2	6	-3
16	CCOC(=O)c1nnc2ccnn2c1N	7	-5	3	8	-3

entry	PG9 binder	SMARCA2 activ	rCAG RNA binder	HTRA1 inhibitor	GC-B act
9	0.3	-2	43*	-4	3
10	-0.1	-3	6	-7	-3
11	-0.9	2	-2	5	4
12	1.5	-2	-1	-4	6
13	-2.1	-1	-2	3	2
14	-2.0	3	-4	-5	-2
15	-3.4	-3	2	-1	1
16	-0.3	1	1	-8	12

entry	Molecule	ASAP1 GAP inh	mABHD4 FP	Rev-erbA mod	ARFGAP1 inhibitor	NPR1 activator
17	Cc1ccnc(NS(=O)(=O)c2ccc(NC(=O)c3ccc([N+](=O)[O-])s3)cc2)n1	8	7	3	5	-1
18	N#CCN1CCN(CC(=O)c2ccc(Br)cc2)CC1	0	-4	1	5	0
19	COc1ccc(CNC(=O)COC(=O)[C@@H]2CCCN2C(=O)c2cccs2)cc1	-15	0	0	3	-4
20	Cc1cc(C)n2nc(C(=O)N(C)C(c3ccccc3)c3ccccc3)nc2n1	-1	0	-4	5	-1
21	Cc1cccc(OCc2nc(C#N)c(NCc3ccc4c(c3)OCO4)o2)c1	-7	-26	0	3	1
22	O=C(CN1CCOCC1)N1c2ccccc2Sc2ccc(Cl)cc21	4	0	-3	2	-23
23	CCCCNS(=O)(=O)/C=C/c1ccccc1CCNC(=O)OC(C)(C)C	.	6	-8	.	0
24	COc1ccc(C(CNC(=O)c2cccc(S(=O)(=O)Nc3ccc(F)cc3)c2)N(C)C)cc1 (stereo unspecified)	-9	-10	5	-10	-3

entry	PG9 binder	SMARCA2 activ	rCAG RNA binder	HTRA1 inhibitor	GC-B act
17	-1.6	1	12	2	-2
18	0.8	-3	1	7	0
19	-0.6	-5	2	-1	2
20	0.8	-2	-7	3	-2
21	-1.4	-1	-1	-59	4
22	-0.4	-4	1	2	-16
23	.	-3	-1	.	-1
24	-1.7	-3	0	-4	2

A section of the results above, for reference:
entry	Molecule	ASAP1 GAP inh	mABHD4 FP	Rev-erbA mod	ARFGAP1 inhibitor	NPR1 activator
17	Cc1ccnc(NS(=O)(=O)c2ccc(NC(=O)c3ccc([N+](=O)[O-])s3)cc2)n1	8	7	3	5	-1
18	N#CCN1CCN(CC(=O)c2ccc(Br)cc2)CC1	0	-4	1	5	0
19	COc1ccc(CNC(=O)COC(=O)[C@@H]2CCCN2C(=O)c2cccs2)cc1	-15	0	0	3	-4
20	Cc1cc(C)n2nc(C(=O)N(C)C(c3ccccc3)c3ccccc3)nc2n1	-1	0	-4	5	-1
21	Cc1cccc(OCc2nc(C#N)c(NCc3ccc4c(c3)OCO4)o2)c1	-7	-26	0	3	1
22	O=C(CN1CCOCC1)N1c2ccccc2Sc2ccc(Cl)cc21	4	0	-3	2	-23
23	CCCCNS(=O)(=O)/C=C/c1ccccc1CCNC(=O)OC(C)(C)C	.	6	-8	.	0

entry	PG9 binder	SMARCA2 activ	rCAG RNA binder	HTRA1 inhibitor	GC-B act
17	-1.6	1	12	2	-2
18	0.8	-3	1	7	0
19	-0.6	-5	2	-1	2
20	0.8	-2	-7	3	-2
21	-1.4	-1	-1	-59	4
22	-0.4	-4	1	2	-16
23	.	-3	-1	.	-1

Remaining list, next part:
entry	Molecule	ASAP1 GAP inh	mABHD4 FP	Rev-erbA mod	ARFGAP1 inhibitor	NPR1 activator
25	Cc1cc(OCC(=O)OC(C)C(=O)Nc2ccc(N3CCOCC3)cc2)ccc1Cl (stereo unspecified)	1	6	-2	13	-1
26	O=C(Cc1c[nH]c2ccccc12)Nc1nccs1	1	4	-2	2	-1
27	COc1ccc(OC)c(-n2nnnc2SCC(=O)NCCc2ccccc2)c1	-7	-4	-5	11	0
28	COc1cccc(-c2n[nH]c3c2CCC3)c1	-6	-4	2	-8	0
29	COc1cccc(/C=N/Nc2nc3ccccc3[nH]2)c1O	12	21	-4	-3	-7
30	Cc1cccc(NC(=O)C2(c3cccs3)CCOCC2)c1	-12	0	-4	35*	-20
31	CC(C)c1ccc(NC(=O)NCc2ccccn2)cc1	-2	3	-8	-6	3
32	C=CC(COCc1ccccc1)N([C@@H](Cc1ccccc1)C(=O)OC)S(=O)(=O)c1ccccc1Br (stereo partly specified)	-7	-17	2	5	-7

entry	PG9 binder	SMARCA2 activ	rCAG RNA binder	HTRA1 inhibitor	GC-B act
25	0.5	0	5	-3	-3
26	-2.3	2	0	-6	-3
27	-0.2	-2	-6	-7	2
28	-0.8	1	-4	4	-7
29	-10	-4	2	14	-1
30	1.6	-1	-1	1	-7
31	0.3	2	-3	8	0
32	-0.2	0	3	-22	-1

entry	Molecule	ASAP1 GAP inh	mABHD4 FP	Rev-erbA mod	ARFGAP1 inhibitor	NPR1 activator
33	Cn1cnc2c1c(=O)n(Cc1cccc(F)c1)c(=O)n2C	-18	2	1	2	4
34	COc1ccc(/C=N/NC(=O)Cc2csc(Nc3cccc(C(F)(F)F)c3)n2)c(OC)c1	6	-13	1	2	3
35	Cc1cc(N2CCOc3ccccc32)nc2ccccc12	.	-6	3	.	-11
36	Cc1cc(C)cc(N(CCC(=O)Nc2nnc(C3CC3)s2)S(=O)(=O)c2ccc(Cl)cc2)c1	7	0	-3	0	-12
37	CN(CCc1ccccc1)C(=O)c1cccc(NC(=O)Cc2cccc(NC(=O)C3CCCN(C(=O)c4ccccc4)C3)c2)c1 (stereo unspecified)	-7	6	-4	7	1
38	O=C(CCC(=O)Nc1cccnc1)Nc1cccnc1	-3	3	1	-19	2
39	CCOc1cc(/C=C(\CC(=O)O)c2nc3ccccc3s2)ccc1OCC(=O)Nc1cccc(C(F)(F)F)c1	0	2	2	-2	5
40	COc1ccccc1N(C)S(=O)(=O)c1ccc(C(=O)NC2CCCCCC2)cc1	2	2	0	11	-4

entry	PG9 binder	SMARCA2 activ	rCAG RNA binder	HTRA1 inhibitor	GC-B act
33	0.5	-1	0	3	0
34	-1.1	0	13	-36	-1
35	.	.	.	.	-7
36	-3.8	0	3	-13	-3
37	0.6	0	4	-5	-3
38	-0.4	1	2	6	6
39	-1.0	-1	67*	12	-9
40	-0.8	-4	3	-9	-3

entry	Molecule	ASAP1 GAP inh	mABHD4 FP	Rev-erbA mod	ARFGAP1 inhibitor	NPR1 activator
41	C=CCN([C@H](C(=O)OC)C(C)C)S(=O)(=O)CCNCc1ccccc1	11	-3	-1	5	2
42	Cc1ccc(CN2CCN(C(=O)C3CCC3)CC2)cc1	.	.	4	.	1
43	COc1ccc(NC(=O)CSc2nc(-c3ccc(C)cc3)cc(C(F)(F)F)c2C#N)cc1	8	0	24*	5	10
44	COC(=O)c1cc(NS(=O)(=O)c2ccc(N3CCOCC3)c([N+](=O)[O-])c2)cc(C(=O)OC)c1	15	10	4	6	-1
45	Cc1ccc(NC(=O)N(Cc2nc3ccccc3c(=O)[nH]2)Cc2cccs2)cc1	0	7	2	4	9
46	Cc1ccc2nc(-c3ccc(NC(=O)CN(C)S(=O)(=O)c4ccccc4)cc3)sc2c1	11	2	8	-11	-4
47	COC(=O)c1ccc(NC(=O)c2ccc(F)cc2)o1	0	3	-4	5	6
48	Oc1ccccc1C1=Nc2nc3ccccc3n2C(c2ccccc2)C1 (stereo unspecified)	3	-1	2	7	-26

entry	PG9 binder	SMARCA2 activ	rCAG RNA binder	HTRA1 inhibitor	GC-B act
41	0.2	0	-8	3	0
42	.	.	.	7	2
43	1.4	-5	1	-5	-6
44	-1.8	0	51*	-6	-10
45	0.8	5	-1	-6	8
46	-1.6	6	5	.	-5
47	-0.9	3	1	3	6
48	-1.9	6	9	-15	-11
